CD40 NFkB inh = inhibitors of CD40-induced NF-kB signaling, primary screen, BL2 cells, luciferase reporter, single point. CD40L-induced, 4 h. inhibition, % at 10 µM. hit rate 0.94% among 83,000. AID 1053188, 2014;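 active means mean inhibition of at least 50% with a set share of replicates also reaching that level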;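 further: 0% = neutral control wells and 100% = IKK inhibitor VII at 50 µM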
Active calls of the source: *; & = joins results of further samples; [ ] = remark or other dose.

SMILES	CD40 NFkB inh
CCN(c1ccccc1)S(=O)(=O)c1ccc(Cl)c(C(=O)Nc2ccncc2)c1	9
COc1ccc(S(=O)(=O)Nc2ccccc2C(=O)NN2CCOCC2)cc1OC	7
CCC(=O)N[C@H]1CC[C@H](CC(=O)NCCN2CCCCC2)O[C@H]1CO	6
COc1ccc(CN2[C@@H](CO)[C@@H]3c4ccccc4NC[C@@H]32)cc1	-5[25 µM]
O=C1C(c2ccncc2)N(CCC2=CCCCC2)C(=O)CN1C1CCCCC1 (configuration not stated)	22
CC(=O)Nc1ccc(-c2ccnc3c2CC(C)(C(=O)NCC2CCOCC2)O3)cc1 (configuration not stated)	1
CCN1CCN(CCCNC(=O)Cn2nc(C)n3nc(-c4ccccc4)cc3c2=O)CC1	5
O=C(CSc1nnc(Cc2ccccc2)o1)c1ccc2c(c1)OCO2	4
Cc1ccnc(NC(=O)C(C)N2C(=O)c3ccccc3S2(=O)=O)c1 (configuration not stated)	32
Cc1ccc(N(CCC#N)C(=O)COC(=O)c2cc(C)no2)cc1	6
Cc1cc(C)c(S(=O)(=O)N2CCCCC2)c(C)c1-n1ncnn1	15
O=C(O)C1CC1c1ccc(Br)cc1 (configuration not stated)	12
CN(Cc1c(C(=O)N/N=C/c2cccc(F)c2)nnn1-c1nonc1N)c1ccccc1	5
CCC(=O)N1[C@@H](CO)[C@H](c2ccc(-c3ccccc3)cc2)[C@@H]1CNC(=O)COC	4
Cn1ccc(CC(=O)N2CCC(N3CCC(C(=O)N4CCCC4)CC3)CC2)c1	-7
O=S(=O)(c1ccccc1F)N1CCCCN2[C@@H](CO)[C@@H](c3ccc(-c4cncnc4)cc3)[C@@H]2C1	-11[25 µM]
CC1=CC(C)(C)N=C(Nc2nc(C)c3cc(C)cc(C)c3n2)N1	48*
Cc1nn(CC(=O)NCCc2cccs2)c(=O)c2cc3ccccc3n12	5
O=C(CN1CCCC1)NCC1(c2ccccc2)CCOCC1	1
COC(=O)N(C)C[C@@H]1OCc2ccccc2-c2ccccc2C(=O)N([C@H](C)CO)C[C@@H]1C	13
Cc1ccc(-c2ccc(C3[C@@H]4CN(Cc5cccnc5)C[C@H]3N4)cc2)cc1 (some centres not stated)	-10&7
COc1ccc(CNC(=O)c2ccc(Cn3nc(C)cc3C)o2)cc1	-3
Cc1ccc(C(=O)NCc2cccnc2)cc1S(=O)(=O)N1CCCCCC1	8
O=C(O)CCCn1c(=O)[nH]c2ccccc2c1=O	3
O=C(NCC[C@@H]1CC[C@H](NC(=O)C2CCCC2)[C@H](CO)O1)c1cnccn1	4
Cc1cccc(/C=N/NC(=O)c2cc(C)nc3ccccc23)n1	18
C[C@@H]1CN(C)C(=O)Cc2ccccc2O[C@H]1CN(C)C(=O)OC(C)(C)C	-4
CCN(CC)C1CCN(C(=O)c2cc(COc3cccc4cccnc34)on2)C1 (configuration not stated)	12
CCCCn1c(N)c(N(CC(C)C)C(=O)C2=NN(c3cc(C)ccc3C)C(=O)CC2)c(=O)[nH]c1=O	11
O=C(CCN1C(=O)c2ccccc2S1(=O)=O)NCc1ccccc1	-9
N#CCSc1nnc(-c2c[nH]c3ccccc23)o1	-22
Cc1ccc(-n2ncc3c(=O)n(CC(=O)NCc4ccco4)cnc32)cc1	5
COC(=O)C[C@H]1C[C@H]2c3cc(NC(=O)C4CCOCC4)ccc3O[C@H]2[C@H](CO)O1	-7[25 µM]
Cc1cccc(C)c1NC(=O)COC(=O)CN1C(=O)C2CCCCC2C1=O (configuration not stated)	4
CCOC(=O)c1c(-n2cnnn2)sc(C)c1C	1
Cn1cc(S(=O)(=O)N2CCCC2)cc1C(=O)NCc1ccccc1	7
COc1ccc(NC(=O)N(C)C[C@H]2OCc3ccccc3-c3c(n(C)c4ccccc34)C(=O)N([C@@H](C)CO)C[C@H]2C)c(OC)c1	25[25 µM]
CCOC(=O)N1CCC(=NNC(=O)c2ccc(O)cc2)CC1	-12
O=C(C1CCCC1)N1C[C@@H]2[C@H](c3ccccc31)[C@H](CO)N2C(=O)Nc1cccc(F)c1	5
COCC(=O)N1[C@H](C#N)[C@H](c2ccccc2C2=CCCC2)[C@H]1CO	-5[25 µM]
CCn1c(C)nc2cc(S(=O)(=O)Nc3ccc(C)cc3)ccc21	9
COc1ccc2c3c(n(C)c2c1)[C@@H](CO)N(Cc1cccc(Cl)c1)CC31CCN(C(=O)C2CC2)CC1	25[25 µM]
C[C@H](CO)N1C[C@H](C)[C@@H](CN(C)C(=O)c2ccncc2)OCc2cn(nn2)CCCC1=O	10[25 µM]
CCC(=O)N1[C@H](C(=O)N(C)C)[C@@H](CO)[C@@H]2Cn3c(ccc(-c4ccc(F)cc4)c3=O)[C@@H]21	-4[25 µM]
CCOC(=O)N1CCC(NC(=O)c2cccc3c2C(=O)N(c2ccc(OC)cc2)C3)CC1	-2
Cc1cc(C)c(S(=O)(=O)N(C)CC(=O)NCC2CCCO2)c(C)c1 (configuration not stated)	-4
COC(=O)Cn1c(=O)c2c(nc(Br)n2CC(=O)OC)n(C)c1=O	10
CC1CCCC(NC(=O)COC(=O)c2ccc([N+](=O)[O-])o2)C1C (configuration not stated)	2

Taken from above:
COC(=O)Cn1c(=O)c2c(nc(Br)n2CC(=O)OC)n(C)c1=O | CD40 NFkB inh = 10
COCC(=O)N1[C@H](C#N)[C@H](c2ccccc2C2=CCCC2)[C@H]1CO | CD40 NFkB inh = -5[25 µM]
C[C@H](CO)N1C[C@H](C)[C@@H](CN(C)C(=O)c2ccncc2)OCc2cn(nn2)CCCC1=O | CD40 NFkB inh = 10[25 µM]
O=C(C1CCCC1)N1C[C@@H]2[C@H](c3ccccc31)[C@H](CO)N2C(=O)Nc1cccc(F)c1 | CD40 NFkB inh = 5
CCOC(=O)N1CCC(=NNC(=O)c2ccc(O)cc2)CC1 | CD40 NFkB inh = -12

Marked active in CD40 NFkB inh, among the entries above:
SMILES	CD40 NFkB inh
CC1=CC(C)(C)N=C(Nc2nc(C)c3cc(C)cc(C)c3n2)N1	48*

(cont.)
SMILES	CD40 NFkB inh
COc1ccc2c3c(n(C)c2c1)[C@H](CO)N(Cc1ccc(F)cc1)CC31CCN(C)CC1	9[25 µM]
Cc1c(C)n2c(SCC(=O)N3CCC(C)CC3)nnc2[nH]c1=O	14
CCN(CC)S(=O)(=O)c1ccc(/C=C/C(=O)Nc2c(C)n(C)n(-c3ccccc3)c2=O)cc1	5
CCOC(=O)c1cnn(-c2cc(C)c3ccccc3n2)c1N	-7
COC(=O)CCS(=O)(=O)c1nc(-c2ccccc2)cc(C(F)(F)F)n1	95*
CC12CC(c3ccccc3O1)N(C(=O)c1ccco1)C(=O)N2c1ccccc1 (configuration not stated)	8
COc1ccccc1-n1nnnc1SCC(=O)NC(=O)Cc1ccccc1	3
COc1ccc(CNc2nc(-c3cccnc3)nn2C(C)=O)cc1	-3
COc1cc(C(=O)N2CCC2(C)C(=O)NC(C)C)cc(OC)c1OC (configuration not stated)	-21
CN(C)S(=O)(=O)c1cccc(NC(=O)c2ccc3c(c2)OCCO3)c1	-47
CCN(CC)C(=O)Cn1c(=O)n(Cc2ccc(F)cc2)c(=O)c2sccc21	5
CC(=O)Nc1ccc(Br)c(Cl)c1	3
O=C(Cn1ncn2c(cc3ccccc32)c1=O)NCCC1=CCCCC1	-1
Cc1ccccc1S(=O)(=O)Nc1ccc2c(c1)C(=O)N(C)[C@H]1CC[C@@H](CC(=O)O)O[C@@H]1CO2	-11[25 µM]
O=C(COC(=O)c1ncc(Cl)c(Cl)c1Cl)NCc1ccccc1	-9
COc1ccc(-c2cn3nc(C)c(C)nc3n2)cc1OC	-3
Cc1ccc(S(=O)(=O)N(C)C)cc1NC(=O)COC(=O)C1COc2ccccc2O1 (configuration not stated)	17
C[C@H](CO)N1C[C@H](C)[C@@H](CN(C)C(=O)CN(C)C)Oc2cc(C#CCN(C)C)ccc2S1(=O)=O	-11[25 µM]
O=C1N/C(=N/N=C/c2ccco2)SC1Cc1ccccc1 (configuration not stated)	10
COc1cc(OC)c(OC)cc1CNCc1ccc2c(c1)OCO2	16
COC(=O)c1cc(NC(=O)c2c(C)noc2C)ccc1N1CCOCC1	5
CO[C@H]1CN(C)C(=O)c2ccc(NC(=O)C3CC3)cc2OC[C@@H](C)N(C(C)=O)C[C@@H]1C	-15[25 µM]
O=C(c1ccccc1)c1ccc(OCCn2cnc3ccccc3c2=O)cc1	-1
C/C=C/c1ccc([C@H]2[C@H](CO)N(C(C)=O)[C@H]2CN(C)C(=O)c2ccccn2)cc1	20[25 µM]

Entries listed so far that contain a furan ring, fused or not:
SMILES	CD40 NFkB inh
COc1ccc(CNC(=O)c2ccc(Cn3nc(C)cc3C)o2)cc1	-3
Cc1ccc(-n2ncc3c(=O)n(CC(=O)NCc4ccco4)cnc32)cc1	5
CC1CCCC(NC(=O)COC(=O)c2ccc([N+](=O)[O-])o2)C1C (configuration not stated)	2
CC12CC(c3ccccc3O1)N(C(=O)c1ccco1)C(=O)N2c1ccccc1 (configuration not stated)	8
O=C1N/C(=N/N=C/c2ccco2)SC1Cc1ccccc1 (configuration not stated)	10

(listing goes on)
SMILES	CD40 NFkB inh
O=C(O)c1cccc2cccnc12	4
CC(=O)c1ccc(S(=O)(=O)N2CCCCC2C(=O)O)cc1 (configuration not stated)	5
CCOc1ccc(Oc2ccccc2NC(=O)CSCC(=O)Nc2cc(C)on2)cc1	6
COc1cccc(-c2cccc(-c3nc(C(=O)Nc4ccc(-c5ccccc5)cc4)cc4c3[C@@H](CCO)N(S(=O)C(C)(C)C)C4)c2)c1 (some centres not stated)	23[25 µM]
CC(=O)Nc1nc2ccc(-c3nc4ccccc4o3)cc2s1	-89
CCNC(=O)C1(C)CCCN(C(=O)c2cc(C)nn2C(C)(C)C)C1 (configuration not stated)	1
O=C(Cc1ccccc1)Nc1ccccc1C(=O)N1CCN(c2ccccc2)CC1	3
CCCNC(=O)C1CCN(S(=O)(=O)c2cccs2)CC1	4
Cc1cc(C(=O)OCC(=O)NCCc2ccccc2)c2ccccc2n1	4
CC1CCc2c(sc3nc4n(c(=O)c23)CCS4)C1 (configuration not stated)	-63
CC(C)(C)NC(=O)NC(=O)CN1CCCCCCC1	-5
Cc1ccc(-c2nn(-c3cccc(F)c3)cc2CN2CCN(c3ccccn3)CC2)o1	-37
COc1ccc(CC(=O)OCC(=O)NC2CCCCC2)cc1OC	3
O=C(NCCN1C(=O)CSC1=O)C1CC(=O)N(c2ccccc2)C1 (configuration not stated)	11
CN(C)S(=O)(=O)c1ccc(N2CCCC2)c(C(=O)Nc2nccs2)c1	7
Cc1ccc(C(=O)CCC(=O)OCC(=O)Nc2ccc3[nH]c(=O)[nH]c3c2)cc1	-7
COc1cc(NC(=O)N[C@@H](CCSC)C(=O)O)cc(OC)c1	1
O=C(NCc1cccc(F)c1)C1CCC(=O)N(C2CCCC2)C1 (configuration not stated)	4
O=C(c1ccco1)N1CCN(c2nnc(-c3ccccc3)c3ccccc23)CC1	0
c1ccc2nc3c(nc2c1)OCC1CCCCN31 (configuration not stated)	-87
COc1cccc(NC(=O)NC(C)C2CC3CCC2C3)c1 (configuration not stated)	1
Cc1ccc(C(=O)N[C@H](C(=O)Nc2cccc(S(=O)(=O)N3CCOCC3)c2)C(C)C)cc1	7
Cc1noc(C)c1NC(=O)Nc1ccc2c(c1)C(=O)N(C)[C@H]1CC[C@H](CC(=O)N[C@@H]3CCN(Cc4ccccc4)C3)O[C@@H]1CO2	-8[25 µM]
N#C[C@H]1[C@H](c2ccccc2C2=CCCC2)[C@@H](CO)N1C(=O)Cc1ccncc1	-6[25 µM]
NC(=O)NCc1cccc(Cl)c1	13
CCOc1ccc2nc(SCC)[nH]c2c1	-74
Cc1cc(C)n(-c2nc3ccccc3nc2NCCc2ccccc2)n1	6
COc1ccc(S(=O)(=O)N(C)C[C@H]2OCCCC[C@@H](C)Oc3ccc(NC(=O)Nc4ccc(F)cc4)cc3C(=O)N([C@H](C)CO)C[C@@H]2C)cc1	1
CC(=O)N1CN(C2CCCC2)Cc2c1sc1c2CCCC1	1
Cc1ccc(NC2=NC(c3ccco3)n3c(nc(C)cc3=O)N2)c(C)c1 (configuration not stated)	-3
COc1ccc(C)cc1NC(=O)COC(=O)C1CC1	4
O=C(NCCO)c1ccc(Cl)c(Cl)c1	12
Cc1cc(C)nc(-n2nc(C)cc2NC(=O)CN2CCCC(C)C2)n1 (configuration not stated)	-28
COc1cccc(OC)c1OCCCCn1cnc2ccccc2c1=O	15
c1ccc(-n2ncc3c(NCc4ccc5c(c4)OCO5)ncnc32)cc1	-19
CN(Cc1ccccc1)S(=O)(=O)c1ccc(OCC(=O)NCc2cccnc2)cc1	-6

3 of the entries above in order of their number in CD40 NFkB inh, smallest number first:
SMILES	CD40 NFkB inh
CCOc1ccc2nc(SCC)[nH]c2c1	-74
Cc1ccc(NC2=NC(c3ccco3)n3c(nc(C)cc3=O)N2)c(C)c1 (configuration not stated)	-3
O=C(NCCO)c1ccc(Cl)c(Cl)c1	12

(listing goes on)
SMILES	CD40 NFkB inh
Cc1ccc(/C=N/NC(=O)c2cc3ccccc3cc2O)o1	-58
c1ccc2nc(-c3ccc(-n4ccnc4)cc3)ccc2c1	-16
O=C(CSc1nc2nn(-c3ccccc3)c(=O)c-2c2n1CCCCC2)Nc1ccc(F)c(F)c1	13
Cc1noc(-c2ccccc2OC(=O)c2ccccc2)n1	16
COc1ccc(/C=C(/NC(=O)c2ccccc2)C(=O)N/N=C/c2cccs2)cc1OC	3
CS(=O)(=O)N1Cc2cc(C(=O)NCC3CC3)nc(-c3cccc(-c4cncnc4)c3)c2[C@H]1CCO	-13[25 µM]
COc1cccc(NC(=O)N(C)C[C@H]2OCc3ccccc3-c3c(n(C)c4ccccc34)C(=O)N([C@@H](C)CO)C[C@H]2C)c1	-13
O=C(NC12CC3CC(CC(C3)C1)C2)c1cnccn1	9
O=S(=O)(NC[C@H]1[C@H](c2ccccc2)[C@H](CO)N1CC1CC1)c1ccccc1	-7[25 µM]
CN1CCN(C(=O)C[C@H]2C[C@@H]3c4cc(NS(C)(=O)=O)ccc4O[C@@H]3[C@H](CO)O2)CC1	8[25 µM]

Screening data deposited in PubChem by Broad Institute.

Not all compounds are listed; rates above refer to the full screens.
